# VHR inh color: VHR1 phosphatase inhibitors, primary screen, biochemical, colorimetric, HTS. inhibition, % at 20 µM. AID 1992, 2009. 50,000 tested, 0.7% active. recombinant VHR phosphatase, colorimetric substrate read-out. Dual specificity protein phosphatase 3 (Homo sapiens), P51452; in the data active means inhibition above about 60%; further: some results filed as inactive read as strong as hits
# Target sequence (P51452 whole entry, looked up): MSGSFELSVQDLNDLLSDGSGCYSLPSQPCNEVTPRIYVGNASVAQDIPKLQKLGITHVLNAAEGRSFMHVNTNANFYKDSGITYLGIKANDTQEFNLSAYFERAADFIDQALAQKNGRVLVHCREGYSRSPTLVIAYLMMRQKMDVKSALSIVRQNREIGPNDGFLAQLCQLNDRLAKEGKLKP
# An asterisk follows results filed as active. Some of the compounds tested; count on the stated rates, not on these rows.
SMILES,VHR inh color
CCCCOC(=O)c1cccc(NC(=O)COc2cc(C)cc(C)c2)c1,4
O=C1NC(=O)N(c2ccccc2Cl)C(=O)C1=Cc1ccc2c(c1)OCO2,-21
Cc1ccc(/C=C2/C=C(c3ccc(Br)cc3)OC2=O)o1,11
COC(=O)c1cc(-c2ccc(/C=N/n3cnnc3)o2)ccc1Cl,-37
COc1ccc2c(c1)-c1c(sn(-c3ccc(C)c(C)c3)c1=S)C(C)(C)N2,-4
Nc1c(C(=O)c2ccc(Br)cc2)sc2nc(C(F)(F)F)c(C(=O)c3cccs3)cc12,-14
NC(=O)c1ccc(NC(=O)Nc2cccc(Cl)c2)cc1,-1
COc1cc(/C=C2\SC(N)=NC2=O)ccc1OCc1cccc2ccccc12,6
O=C(Nc1ccc(Nc2ccccc2)cc1)c1cccc(F)c1,-7
Cc1ccc(C2(c3ccc(C)o3)C(=O)Nc3ccccc32)o1,-3
O=C1CSC(=O)N1c1ccc([N+](=O)[O-])cc1,1
Cc1ccc2nc(-c3ccc(NC(=O)C4CCC(=O)N4)cc3)sc2c1 (centres undefined),18
COc1ccc(C)cc1NC(=O)COc1cc(C)c(Cl)c(C)c1,6
COc1cc(C(=O)OCCN2CCOCC2)cc(OC)c1OC,-41
COC(=O)c1cc(NC(=O)c2ccccc2OC)cc(C(=O)OC)c1,-25
CC(C)(C)c1ccc(C(=O)N2CCCCCC2)cc1,-35
CCOc1cc(/C=C2/SC(=S)N(C)C2=O)cc(Cl)c1OCCOc1ccccc1C,0
Cc1nc2nc[nH]n2c(=O)c1Cc1ccccc1,-10
COc1ccc(S(=O)(=O)Nc2nccs2)cc1,-8
N#Cc1c(N)[nH]c(=S)c(C#N)c1-c1cccc(F)c1,-9
Nc1nnc(CC(=O)ON/N=C/c2ccc(-c3ccccc3[N+](=O)[O-])o2)s1,18
COc1ccc(/C=C/C(=O)NCc2ccccn2)cc1OC,-21
Nc1nc(-c2ccc(-n3nncc3-c3ccccc3)cc2)cs1,4
O=C(O)CCN1C(=O)/C(=C/c2ccc(-c3cc(Cl)ccc3Cl)o2)SC1=S,73*
Cc1nnc(NC(=O)/C=C/c2ccc(F)cc2)s1,-8

# The results go on.
SMILES,VHR inh color
O=C(N/N=C/c1cn(Cc2ccccc2)c2ccccc12)C1COc2ccccc2O1 (centres undefined),3
CCOc1ccc(N2C(=O)c3ccccc3NC2c2cccc([N+](=O)[O-])c2)cc1 (centres undefined),-6
O=C1c2ccccc2C(O)(c2ccc(Br)cc2)N1c1ccccc1 (centres undefined),-7
CC(=O)C12CCCCC1CC1C3CC=C4CC(O)CCC4(C)C3CCC12C (centres undefined),-12
O=C(CC(c1ccccc1)c1ccccc1)NCC1CCCO1 (centres undefined),-3
O=C(/C=C(\Nc1ccccc1)c1ccccc1)c1cccc2ccccc12,107
COc1ccc(C2=C/C(=C3\OC(=O)c4ccccc43)C(=O)O2)cc1,42
N#CC1=C(N)SC(N)=C(C#N)C1C1CC=CCC1 (centres undefined),-4
O=C(NC(c1ccccc1)c1ccccc1)C(=O)c1c[nH]c2ccccc12,-23
CC1=NN(c2ccc(S(N)(=O)=O)cc2)C(=O)/C1=C\c1ccc(N(C)C)c(Br)c1,-1
CCCCCCCNC1CC(=O)N(c2ccc(C(=O)OCC)cc2)C1=O (centres undefined),-15
COc1ccccc1-n1c(CCN2C(=O)c3ccccc3C2=O)nc2ccccc2c1=O,-10
COCCOC(=O)C1=C(C)NC2=C(C(=O)CCC2)C1c1ccccc1I (centres undefined),-22
Cc1cc(NC(=O)C23CC4CC(CC(C4)C2)C3)no1,-91
OC(CNCc1ccccc1)(c1ccccc1)c1ccc(Br)cc1 (centres undefined),-4
CCn1c2ccccc2n2cc(-c3ccc([N+](=O)[O-])cc3)nc12,-10
COC(=O)C1C2C(=O)N(c3ccc([N+](=O)[O-])cc3)C(=O)C12c1ccc(Cl)cc1 (centres undefined),102*
O=C(c1cccnc1)N1N=C(C(F)(F)F)CC1(O)c1ccc(Cl)cc1 (centres undefined),-10
N/C(=C/C(=O)c1cccs1)C(F)(F)C(F)F,23
CN1C(=O)C(=Cc2cc(Cl)ccc2O)C(=O)N(C)C1=O,15
C=CCN1C(=O)/C(=C\c2ccc(-c3cccc([N+](=O)[O-])c3)o2)C(=O)NC1=S,20
Cc1cccc(OCC(=O)Nc2ccccc2F)c1C,2
C#CCn1cc(/C=C2\C(=O)NC(=O)N(c3ccc(Br)c(C)c3)C2=O)c2ccccc21,16
CCOc1ccc(N2C(=O)CC(Nc3ccc(N4CCCCC4)cc3)C2=O)cc1 (centres undefined),46
N/C(=N\[N+](=O)[O-])N1CCN(C(=O)c2ccco2)CC1,-14

# Following part.
SMILES,VHR inh color
C=CCN1C(=O)/C(=C\c2ccc(OCc3ccccc3F)c(OC)c2)C(=O)NC1=S,34
O=C(CCNc1ccccc1)c1cccc([N+](=O)[O-])c1,12
C#Cc1cccc(NC(=O)COc2ccccc2OC)c1,0
O=C1c2ccc3c4c(ccc(c24)C(=O)N1Cc1ccco1)CC3,-3
Cc1ccccc1OCc1nc(-c2cccnc2)no1,-2
Cc1ccc(NC(=O)OCC(F)(F)C(F)F)cc1Cl,-8
Cc1ccccc1C(=O)N/N=C/c1ccc(Sc2nnnn2-c2ccccc2)o1,24
Cc1ccc(S(=O)(=O)N2CCOCC2)cc1S(=O)(=O)N1CCOCC1,-12
CCOC(=O)c1ccc(NS(=O)C23CC4CC(CC(C4)C2)C3)cc1 (centres undefined),-87
Cc1cc(/C=C2\C(=O)NC(=S)N(c3ccccc3)C2=O)c(C)n1-c1cccnc1,11
O=S(=O)(c1cc(Cl)cc(Cl)c1O)c1cc(Cl)cc(Cl)c1O,-9
Cc1ccc(/C=C(\C#N)c2nc(-c3cccc([N+](=O)[O-])c3)cs2)o1,21
CCOc1ccc(NC2=CC(=O)CC(c3ccccc3)C2)cc1 (centres undefined),-1
O=C(c1cccc(F)c1)N1CCN(Cc2ccc(C(F)(F)F)cc2)CC1,0
O=C(NC(Nc1ccc(Br)cc1)C(=O)c1ccccc1)c1ccco1 (centres undefined),-10
CCOC(=O)C(=CNc1ccc([N+](=O)[O-])cc1)C(=O)OCC,-23
COC(=O)c1cc(C(=O)Nc2ccc(Cl)cc2Cl)cc([N+](=O)[O-])c1,-26
O=C1NC(=Nc2cccc(O)c2)S/C1=C\C=C\c1ccccc1,4
O=C(NCc1ccccn1)C(=O)N/N=C/c1ccc(Br)cc1,-27
O=C(Nc1ccccc1F)c1cc2cc([N+](=O)[O-])ccc2oc1=O,-12
CCN(CC)c1ccc(CC2C(=O)N(C)C(=O)N(C)C2=O)cc1,-14
CCOc1ccc2c(c1)C(=C1SC(C(=O)OC)=C(C(=O)OC)S1)C(=S)C(C)(C)N2C(=O)c1cccc(OC)c1,-6
CCOc1ccc(-c2cc(OCC)c3c(C)oc(C)c3c(=[O+]CC)c2)cc1,-2
COc1cc(OC)c(/C=N/NC(=O)c2cccc(Cl)c2)cc1Br,-18
CCCC(=O)Nc1nnc(COc2ccc(C)c(C)c2)s1,-9

# New compounds follow:
SMILES,VHR inh color
Clc1ccc(/C=N/Nc2nc(N3CCOCC3)nc(N3CCOCC3)n2)cc1Cl,-18
O=C(Nc1ncc(S(=O)(=O)c2ccc([N+](=O)[O-])cc2)s1)c1ccc(-c2ccccc2)cc1,-110
O=Cc1ccc(OCc2ccccc2)cc1,0
COc1cccc(NC(=O)Nc2cccc(C(F)(F)F)c2)c1,-5
O=Cc1ccc(-c2nc3c4ccccc4ccn3c2C=O)o1,-9
CC1(C)Nc2ccccc2-c2c1ssc2=NC1CCCCC1,-15
N#C/C(=C/c1ccccc1F)C(=O)Nc1cccc(Br)c1,2
COc1ccccc1OCCCCN1CCCC1,10
COc1cccc(/C=N/NC(=O)c2cccc(N3CCCC3=O)c2)c1,-3
COc1ccc(C(=O)N/N=C/c2cc(OC)c(O)c([N+](=O)[O-])c2)cc1OC,-41
CCOC(=O)C1=C(NC(=O)CC)Oc2ccc3ccccc3c2C1c1ccccc1 (centres undefined),3
CCCSC1=C(C#N)C(c2ccc(F)cc2)CC(=O)N1 (centres undefined),-18
COc1cccc(OC)c1C(=O)NNC(=O)c1cccc(Cl)c1,-11
Nc1nc(Nc2nc(N3CCCC3)cc(C(F)(F)F)n2)cc(C(F)(F)F)n1,33
CCCCOC(=O)c1cccc(NC(=O)c2ccccc2Br)c1,-10
O=C(O)c1ccc([N+](=O)[O-])c2c1NC(c1ccccc1)C1CC=CC21 (centres undefined),46
COc1ccccc1/C=C1\SC(=S)N(c2cccc(C(=O)O)c2)C1=O,50
O=S(=O)(NCCc1ccccc1)c1ccc(Br)cc1,-8
COc1ccccc1OCC(=O)Nc1c(C)cccc1C(C)C,-29
COc1ccc(C(=O)N2N=C(C)CC2(O)c2ccc(Br)cc2)cc1 (centres undefined),6
Cc1cccc(N2C(=O)NC(=O)/C(=C\c3ccc(-c4ccccc4C(=O)O)o3)C2=O)c1,-4
O=C(c1ccc2ccccc2c1)N1CCN(c2ccc([N+](=O)[O-])cc2)CC1,-20
CC(C)c1ccc(CNC(=O)CSc2nc3ccccc3o2)cc1,9
Cc1ccc2ncnc(Nc3ccccc3Cl)c2c1,-18
COc1cccc(C2CC(=O)Nc3c2cc(Br)c2ccccc32)c1OC (centres undefined),6

# Additional compounds follow:
SMILES,VHR inh color
CCOC(=O)C1CCN(C(=O)c2cc3c(C)nn(-c4ccccc4)c3s2)CC1,13
Cc1cc(/C=N/n2cnnc2)c(C)n1C,9
C=CCOC(=O)C(CC=C)(C(F)(F)F)C(F)(F)F,-8
Cc1ccc(OCC(=O)Nc2nc3ccccc3s2)cc1,4
CCOc1ccc(-c2cc(C(=O)N/N=C/c3ccc(C(=O)OC)cc3)[nH]n2)cc1,2
CCOc1ccc(C(NC(=O)c2ccco2)c2ccc(OC)c(OC)c2)cc1 (centres undefined),-16
O=C(/C=C/c1ccccc1)Nc1nnc(C2CCCC2)s1,-11
COc1cc(-c2ccc(NC(=O)c3ccc(C)cc3)c(OC)c2)ccc1NC(=O)c1ccc(C)cc1,-87
Cc1cccc(OCC(=O)O/N=C(\N)c2ccc([N+](=O)[O-])cc2)c1,-20
COc1ccccc1/C=C1\SC(=S)N(c2cccc(C)c2C)C1=O,-3
CC(C)C(C#CC(O)(c1ccccc1)c1ccccc1)N(C)C (centres undefined),-14
CCOc1cc(/C=N\NC(=O)c2ccc([N+](=O)[O-])cc2)cc(Br)c1O,-12
COc1ccc(CN2CCN(Cc3ccccn3)CC2)cc1Br,5
COc1ccc(CNC(=O)CCCOc2ccc(Cl)cc2Cl)cc1,-5
CC1(C)CC(=O)C(C=Nc2ccc(S(N)(=O)=O)cc2)=C(O)C1,-9
CCOc1ccc(N(CC(=O)NCc2ccccc2C)S(C)(=O)=O)cc1,-44
COc1ccccc1N1CCN(C(=O)CN(c2ccc(C)cc2)S(C)(=O)=O)CC1,0
COC(=O)c1ccc(C(=O)OC)c(NC(=O)CCc2ccc(OC)cc2)c1,-6
Cc1ccc(S(=O)(=O)Nc2cc([N+](=O)[O-])ccc2Cl)cc1,-18
O=C1N=c2ccccc2=C1c1sc(Nc2ccc(O)cc2)nc1O,58*
Cc1c(C(=O)OC(C)C)sc(NC(=O)c2cccc(F)c2)c1C#N,-27
O=C1CC(NCc2ccc(F)cc2)C(=O)N1c1ccc(Cl)cc1 (centres undefined),10
CCOC(=O)c1c(N2C(=O)C3CC(C)=C(C)CC3C2=O)sc(C)c1C (centres undefined),23
Cc1ccccc1OCC(=O)Nc1ccc(Cl)cc1C(F)(F)F,-31
CC(C)N(C(=O)c1ccc(C(N)=O)cc1)C(C)C,-8

# (listing goes on)
SMILES,VHR inh color
Cc1cc(NC(=O)/C=C/C(=O)O)ccc1NC(=O)c1cccs1,-5
CCC(CC)C(=O)N1CCN(c2cccc(Cl)c2)CC1,11
COc1cc(C2SCC(=O)N2CCc2ccc(OC)c(OC)c2)ccc1O (centres undefined),-11
O=C(N/N=C/c1ccc(O)cc1)c1cc2ccccc2cc1O,-9
O=C1C=CC(=NS(=O)(=O)c2ccc(F)cc2)C=C1,15
COc1cc(/C=c2\sc3nc4ccccc4n3c2=O)cc(Br)c1OCc1ccccc1F,-20
CC(C)(C)c1ccc(Oc2coc3cc(O)ccc3c2=O)cc1,-4
COc1ccc(C(=O)Nc2ccc(S(=O)(=O)NC(C)=O)cc2)cc1,-47
CCOc1cccc(/C=N\NC(=O)c2cnccn2)c1O,5
CC1(C)OC(=O)C(=C2CCCN2)C(=O)O1,10
CCN(CC)CCCOc1ccccc1[N+](=O)[O-],-22
O=C(NC(=S)Nc1ccc(Br)cn1)c1ccc(Cl)cc1,-19

# Compound activity as filed in PubChem.
